Bioassay records (PubChem)
P. falciparum M17LAP = P. falciparum M17LAP inhibitors, primary screen, biochemical, fluorogenic H-Leu-NHMec substrate, 1536-well (AID 1619). recombinant M17LAP, H-Leu-NHMec fluorogenic kinetic assay; higher % means a stronger effect. inhibition, % at 30 µM, or IC50 in µM where a hit was titrated. actives 0.38% (n = 220,000);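 active = compound inhibiting the enzyme by more than half at any dose during confirmatory dose-response retesting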;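 note: plate controls were full reaction with DMSO carrier for no effect and no enzyme background for full effect; strong numbers were not always called active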
P. falciparum M1AAP = malaria alanyl aminopeptidase activity blockers – biochemical, fluorogenic H-Leu-NHMec substrate, 1536-well (AID 1445); recombinant M1AAP, H-Leu-NHMec fluorogenic kinetic assay; higher % means a stronger effect; inhibition, % at 30 µM; hits with a dose series show IC50 in µM; actives 0.42% (n = 220,000);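 active = primary inhibition above the hit cutoff, then over 50% inhibition at one or more dose response concentrations, cut at about 23% in these data, passing the limit was not always enough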;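 note: plate controls were DMSO full reaction for no effect and no enzyme background for full effect; strong numbers were not always called active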
XIAP antagonists = XIAP antagonists, biochemical, IAP family, fluorescence polarization (AID 1018). XIAP BIR domain, fluorescence polarization peptide displacement; higher % means a stronger effect. one-dose displacement, % at 20 µM; IC50 in µM for titrated hits. actives 0.007% (n = 200,000); in the data active = displacement above about 50%; note: a part of the inactive calls stands beside numbers as strong as those of hits
ER stress rescue = rescue of cells from ER stress-induced death, primary screen, 384-well, CSM14.1, thapsigargin, ATP luminescence (AID 1222). CSM14.1 thapsigargin-induced death rescue, ATP luminescence; higher % means a stronger effect. cellular ATP content (survival), % at 20 µM, or EC50 in µM where a hit was titrated. 190,000 tested, under 10 active;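 active = EC50 below 50 µM in the dose-response confirmation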;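 note: death triggered by thapsigargin at about 15 µM added after 2 h compound pretreatment; cell ATP read after overnight thapsigargin exposure of roughly 18 to 22 hours; normalized against plate controls of thapsigargin alone and 5% DMSO vehicle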
LYP inhibition = inhibitors of LYP phosphatase, biochemical, fluorescence intensity, uHTS (AID 1779). recombinant LYP phosphatase, fluorescence intensity; higher % means a stronger effect. one-dose inhibition, % at 11.5 µM; IC50 in µM for titrated hits. actives 0.054% (n = 290,000);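 note: plate controls were vehicle with enzyme for no effect and no enzyme for full effect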
TNAP activation fold = stimulation of alkaline phosphatase TNAP activity – biochemical, luminescent, no phosphate acceptor, uHTS, primary screen (AID 1001); purified TNAP, luminescent activation assay, no phosphate acceptor; higher activation fold means a stronger effect; activation fold at 20 µM; hits with a dose series show EC50 in µM; actives 0.03% (n = 200,000); in the data active = activation fold from about 3, or a potency from the dose series; inactive = the rest, 99 in 100 with activation fold below about 1.6; note: many of its hits are not listed in these tables
Myeloid diff 2 = promotes myeloid progenitor differentiation. ER-HoxA9 myeloid progenitors, lysozyme-GFP differentiation, flow cytometry. calls only at 10 µM. actives 1% (n = 360,000). AID 624256;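 active = normalized GFP-positive differentiation at or above the plate's own cutoff, the solvent-only control mean plus 3 SD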;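 note: cells exposed to compound for four days before flow analysis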
human PMI inhibitors = MPI inhibition at elevated mannose 6-phosphate – biochemical, fluorescence intensity, high mannose 6-phosphate, primary screen (AID 1220); recombinant PMI enzyme, coupled fluorescence intensity; higher % means a stronger effect; inhibition, % at 20 µM, or IC50 in µM where a hit was titrated; actives 0.66% (n = 190,000)
PMI inhibitors = MPI enzyme activity inhibition – biochemical, fluorescence intensity, coupled assay, primary screen (AID 1209) | purified PMI enzyme, coupled fluorescence intensity; higher % means a stronger effect | inhibition, % at 20 µM; hits with a dose series show IC50 in µM | actives 0.42% (n = 190,000);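 note: plate controls were DMSO vehicle for no effect and wells lacking substrate for full effect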
Myeloid diff 2 GFP+ MAC1+ % = recorded beside Myeloid diff 2, whose call it bears; GFP+ MAC1+ double positive, %; measured here: differentiation confirmed by MAC1 staining
* = called active by the depositor; i = inactive; · = no result given. Cut-off read from the data, not from the text of the source, unless noted: active = inhibition above about 50%; inactive = the rest.

SMILES	P. falciparum M17LAP	P. falciparum M1AAP	XIAP antagonists	ER stress rescue	LYP inhibition	TNAP activation fold	Myeloid diff 2	Myeloid diff 2 GFP+ MAC1+ %	human PMI inhibitors	PMI inhibitors
Cc1ccc(S(=O)(=O)C(c2ccccc2)c2c(C)noc2C)cc1 (stereo not drawn)	-10%	-3%	-5.4%	4.0%	0%	1	i	0.5	4%	-5%
CCN(CC)c1ccc(NC(=O)c2ccc(Br)o2)c(C)c1	-11%	4%	-3.8%	·	4%	1	i	0.7	-8%	5%
COC(=O)c1ccc(NC(=O)c2cn(-c3ccccc3)nc2-c2ccncc2)cc1	6%	5%	-16%	-1.1%	-2%	1.1	i	1.7	18%	16%
C=C(C)COc1ccc(-c2[nH]ncc2Oc2cccc(OC)c2)c(O)c1	18%	11%	-7.6%	-5.5%	1%	1.1	i	1.2	-2%	2%
Cc1cccc(CN2CCN(CC(=O)NCCCN3CCN(c4ccc(F)cc4)CC3)C2=O)c1	9%	7%	-2.9%	6.4%	-9%	1.1	i	8.2	0%	4%
Cc1cc(Br)ccc1OCC(=O)NNC(=O)c1cnccn1	19%	9%	-2.5%	0.8%	-6%	2.7	i	0.4	21%	21%
O=c1[nH]c(NCc2ccccc2)nc2c1CCC2	-3%	7%	-5.6%	0.9%	-11%	1.1	i	1.3	29%	-4%
CCCCN(C)C(=O)Cn1c(=O)oc2cc(S(=O)(=O)N3CC(C)CC(C)C3)ccc21 (stereo not drawn)	0%	-4%	·	·	-3%	·	i	0.5	·	·
COCCSc1nnc(NC(=O)CSc2ccccc2)s1	11%	2%	-0.4%	0.1%	-5%	1	i	7.9	-2%	3%
N/C(Cc1ccc([N+](=O)[O-])cc1)=N\OC(=O)c1ccc(Br)cc1	-7%	2%	-2.2%	-1.2%	-9%	1	i	0.2	8%	7%
C/C(=N\NC(=S)NCc1ccccc1)c1ccc2c(c1)OCCO2	-5%	7%	-9.8%	-0.2%	8%	1.1	i	0.3	16%	14%
CS(=O)(=O)N1N=C(c2ccco2)CC1c1ccc(Cl)cc1 (stereo not drawn)	19%	2%	-13%	3.4%	5%	1.1	i	0.5	-5%	12%
O=[N+]([O-])c1nn(-c2ccc3c(c2)OCCO3)n(O)c1=NC1CCCCC1	-9%	0%	-1.8%	-1.0%	-1%	1.2	i	1.3	3%	6%
CC(C)(C)NC(=O)CSc1nnc(Cc2ccccc2)n1CC1CCCO1 (stereo not drawn)	5%	3%	-0.6%	1.9%	-6%	1	i	0.7	5%	6%
OCCC1CN(Cc2cnc(-c3ccc(Cl)cc3)nc2)CCN1C1CCCC1 (stereo not drawn)	-4%	1%	·	·	-8%	·	i	0.4	·	·
Cc1cccc(C(=O)NNC(=O)c2ccco2)c1	-4%	-1%	-2.8%	12%	-3%	1.3	i	0.2	4%	9%
COCCCNC(=S)Nc1ccccc1C	-6%	6%	-7.6%	4.2%	-8%	1.1	i	0.2	16%	3%
O=C1C2C3C=CC(C3=C3CCCCC3)C2C(=O)N1c1ccccc1 (stereo not drawn)	13%	3%	-3.1%	-1.1%	0%	1.1	i	0.5	-8%	0%
CC(C)(C)N(CC#CCC(O)(c1ccccc1)c1ccccc1)CCO	0%	1%	·	·	-8%	·	i	0.6	·	·
Cn1cc([N+](=O)[O-])c(C(=O)Nc2ccn(C34CC5CC(CC(C5)C3)C4)n2)n1	10%	0%	-4.0%	0.6%	-2%	1	i	0.7	5%	7%
O=C(N/N=C1\CCCc2ccccc21)C(O)c1ccccc1 (stereo not drawn)	8%	8%	-3.4%	-1.1%	-11%	1.1	i	0.6	9%	5%
Nc1nc(-c2ccco2)nn1C(=O)CCc1ccccc1	-8%	6%	-3.7%	0.0%	-4%	0.8	i	0.9	7%	11%
CC1CCCC(C)N1C(=O)COc1ccc(C(=O)N/N=C/c2ccc(C(=O)O)cc2)cc1 (stereo not drawn)	15%	-1%	-7.7%	-0.8%	4%	1.1	i	0.1	1%	-9%
CC(C)NC(=O)c1ccc(S(=O)(=O)N(C)C)cc1	3%	4%	-1.9%	-0.7%	3%	1.1	i	0.6	-6%	-1%
O=C(CCN1CCOCC1)Nc1ccc2c(c1)N(C(=O)CN1CCOCC1)c1ccccc1CC2	7%	-4%	-2.8%	·	2%	1.1	i	6.4	-13%	-1%
Cc1nc2c(c(N3CCOCC3)n1)OCC(=O)N2	-2%	3%	-4.6%	1.0%	-1%	1.1	i	1.0	-7%	-6%
N#Cc1ccc(CSc2nnc(-c3ccccn3)n2-c2ccccc2)cc1	9%	-9%	-9.1%	-0.9%	0%	1.1	i	1.0	9%	16%
Cc1ccc(S(=O)(=O)N(C)C)cc1NC(=S)NNC(=O)C1CC1	12%	-3%	-0.8%	-5.2%	-2%	2.3	i	0.8	-1%	1%
CC1(C)C(=O)Nc2ccccc2N1C(=O)CSc1nc(-c2ccccc2)cs1	28%	-10%	-6.9%	-2.1%	0%	1.8	i	0.4	7%	4%
CCOc1ccc2nc(SCc3ccc(OC)cc3)sc2c1	-8%	-14%	-8.7%	1.3%	-3%	1	i	0.4	13%	23%
Cc1cc(C(=O)NNC(=O)CCN2CCN(c3ccccc3)CC2)c2ccccc2n1	-15%	8%	-3.9%	-2.0%	2%	1.4	i	0.5	2%	-4%
COc1ccc(C(=O)NCC(=O)OCC(=O)Nc2sccc2C#N)cc1OC	2%	1%	-18%	-0.2%	-9%	1.1	i	0.3	21%	12%
O=c1[nH]c2c(s1)C(c1ccco1)C1C3CCC(C3)C1S2 (stereo not drawn)	22%	8%	-7.9%	1.0%	6%	1.1	i	1.0	16%	23%
Cc1nc2ccccc2c2oc(C(=O)N3CCc4ccccc43)cc12	-7%	3%	-5.6%	-0.2%	0%	1.1	·	·	-1%	14%
CNC(=O)NC(=O)C(C)OC(=O)c1ccc(Cl)c(S(=O)(=O)Nc2ccc(F)cc2)c1 (stereo not drawn)	1%	4%	·	·	-1%	·	i	0.7	·	·
Cc1nn(C)c(C)c1CS(=O)(=O)c1ccccc1	-2%	-1%	-7.7%	1.4%	-9%	1	i	0.4	3%	-9%
Cc1nn(CCCC(=O)Nc2cc(Oc3ccc(F)cc3)cc([N+](=O)[O-])c2)c(C)c1[N+](=O)[O-]	4%	1%	-9.9%	-2.0%	-2%	1	i	1.2	15%	23%
O=C(NCC1CCCO1)C1CC(c2ccc(Cl)c(Cl)c2)=NO1 (stereo not drawn)	10%	-3%	-1.0%	-1.1%	5%	1.1	i	1.4	4%	3%
O=C(NCCN1C(=O)S/C(=C\c2ccc(F)cc2)C1=O)C1CCN(S(=O)(=O)c2cccs2)CC1	9%	7%	-5.1%	-2.3%	3%	1.1	i	0.8	-13%	-19%
O=C(Cn1cnc2ccccc2c1=O)N(Cc1ccco1)c1ccc(O)cc1	-4%	5%	-2.5%	-0.2%	-3%	1.1	i	6.7	-2%	-2%
CCOc1cc(N2CCOCC2)c(OCC)cc1NC(=O)c1cc(C)nc2ccccc12	0%	11%	-5.7%	1.4%	0%	1	i	0.5	15%	4%
COC(=O)c1ccc(C(=O)OC)c(NC(=O)CN2CCCCC2)c1	-5%	9%	-9.9%	1.0%	-3%	1.1	i	0.1	8%	5%
CCOC(=O)C1(Cc2ccccc2C)CCCN(Cc2cn(C)nc2C)C1 (stereo not drawn)	-7%	17%	-2.7%	0.0%	-7%	1	i	0.2	12%	11%
O=C(Nc1ccc(S(=O)(=O)Nc2ncccn2)cc1)c1ccc(S(=O)(=O)N2CCCC2)cc1	2%	4%	-10%	-2.0%	-5%	1.1	i	0.7	4%	-1%
Cc1cc(/C(O)=C2\C(=O)C(=O)N(CCN(C)C)C2c2ccncc2)ccc1OCc1ccccc1 (stereo not drawn)	12%	0%	26%	-0.1%	-1%	1.2	i	0.2	8%	12%

One compound at a time, as listed above.
Shown for CNC(=O)NC(=O)C(C)OC(=O)c1ccc(Cl)c(S(=O)(=O)Nc2ccc(F)cc2)c1 (stereo not drawn) : P. falciparum M17LAP: 1%; P. falciparum M1AAP: 4%; XIAP antagonists: ·; ER stress rescue: ·; LYP inhibition: -1%; TNAP activation fold: ·; Myeloid diff 2: i; Myeloid diff 2 GFP+ MAC1+ %: 0.7; human PMI inhibitors: ·; PMI inhibitors: ·
Shown for CCOC(=O)C1(Cc2ccccc2C)CCCN(Cc2cn(C)nc2C)C1 (stereo not drawn) : P. falciparum M17LAP: -7%; P. falciparum M1AAP: 17%; XIAP antagonists: -2.7%; ER stress rescue: 0.0%; LYP inhibition: -7%; TNAP activation fold: 1; Myeloid diff 2: i; Myeloid diff 2 GFP+ MAC1+ %: 0.2; human PMI inhibitors: 12%; PMI inhibitors: 11%

(cont.)
SMILES	P. falciparum M17LAP	P. falciparum M1AAP	XIAP antagonists	ER stress rescue	LYP inhibition	TNAP activation fold	Myeloid diff 2	Myeloid diff 2 GFP+ MAC1+ %	human PMI inhibitors	PMI inhibitors
N#Cc1c(=O)c2nc(NCc3ccccc3)ncc2n2ccccc12	-23%	7%	-2.6%	-0.6%	-7%	1.1	i	0.6	-50%	-22%
O=C1CN(C(=O)COC(=O)c2oc3ccccc3c2COc2ccccc2)c2ccccc2N1	11%	-6%	-5.7%	-0.8%	7%	1	i	1.4	10%	12%
Nc1ccccc1SCc1csc(-c2ccc(Cl)cc2)n1	-3%	7%	·	·	-2%	·	i	0.4	·	·
Cc1cccc(OCC(=O)Nc2ccc3nc(C)sc3c2)c1	-4%	3%	-9.5%	-1.2%	2%	1	i	0.5	-11%	-17%
CC(C)c1ccc(C(CC(=O)c2ccc(Cl)cc2)C(=O)O)cc1 (stereo not drawn)	-17%	-5%	-4.3%	0.7%	-1%	1.1	i	0.4	2%	-2%
Cc1cccc(C)c1OCc1n[nH]c(=S)o1	-11%	1%	-6.1%	-4.6%	-8%	1.1	i	0.6	-19%	-12%
COc1cc(C(=O)Nc2nc(-c3ccc(C)cc3)cs2)ccc1OCC(=O)N1CCOCC1	13%	-1%	-0.3%	-0.6%	2%	1.1	i	0.1	5%	0%
CC(CCc1ccccc1)NC(=O)CSc1ccccc1 (stereo not drawn)	-4%	-1%	-1.9%	1.9%	-2%	1	i	0.4	2%	4%

Some of these compounds in order of formula weight, lowest first.
SMILES	P. falciparum M17LAP	P. falciparum M1AAP	XIAP antagonists	ER stress rescue	LYP inhibition	TNAP activation fold	Myeloid diff 2	Myeloid diff 2 GFP+ MAC1+ %	human PMI inhibitors	PMI inhibitors
Cc1cccc(C)c1OCc1n[nH]c(=S)o1	-11%	1%	-6.1%	-4.6%	-8%	1.1	i	0.6	-19%	-12%
CC(CCc1ccccc1)NC(=O)CSc1ccccc1 (stereo not drawn)	-4%	-1%	-1.9%	1.9%	-2%	1	i	0.4	2%	4%
Cc1cccc(OCC(=O)Nc2ccc3nc(C)sc3c2)c1	-4%	3%	-9.5%	-1.2%	2%	1	i	0.5	-11%	-17%
CC(C)c1ccc(C(CC(=O)c2ccc(Cl)cc2)C(=O)O)cc1 (stereo not drawn)	-17%	-5%	-4.3%	0.7%	-1%	1.1	i	0.4	2%	-2%
